From PubChem
EBV gp42 block: inhibitors of Epstein-Barr virus glycoprotein 42; Q1HVG2; Fluorescence polarization binding assay, mP read-out; inhibition, % (tested at 21.74 µM); hit rate 0.42% among 220,000; in the data active = inhibition above about 50%
Target sequence (Q1HVG2 whole entry, looked up): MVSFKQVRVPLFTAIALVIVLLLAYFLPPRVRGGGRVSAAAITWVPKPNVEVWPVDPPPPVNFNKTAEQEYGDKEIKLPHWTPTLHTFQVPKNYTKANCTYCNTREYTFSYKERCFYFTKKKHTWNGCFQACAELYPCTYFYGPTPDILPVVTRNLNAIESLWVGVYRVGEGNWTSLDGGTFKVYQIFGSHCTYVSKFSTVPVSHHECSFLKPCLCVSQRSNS
Furin inhibitor: inhibitors of human furin; P09958; purified furin, fluorogenic substrate cleavage; inhibition, % at 30 µM; hit rate 0.061% among 220,000; AID 463115; in the data active = inhibition above about 25%; note: inactives centre near -15
zfTRPN1 agonist: activates the zebrafish TRPN1 channel; HEK293 zebrafish TRPN1-YFP, Fluo-8 calcium fluorescence; 100% = response to 87 µM carbachol; activation, % at 3 µM; hit rate 0.18% among 220,000;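 active = activation above its plate's cutoff, the mean activation of test wells on that plate plus 3 SD, cut at about 19% in these data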;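 note: 0% = DMSO alone and 100% = 87 µM carbachol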
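Control set: carbachol 87 µM as high control, DMSO as low control; system: HEK293 stable line with zebrafish TRPN1-YFP; read-out: % activation versus carbachol response; detection: intracellular calcium fluorescence with Fluo-8; doses: single test compound dose, 3 µM nominal, 0.3% DMSO; schedule: dye 1 h 37 °C plus 30 min RT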
KCC2 mod: modulates chloride dependent transport by human KCC2; Q9H2X9; KCC2 cells, thallium flux FluoZin-2 fluorescence; B-score of Tl+ flux slope (higher = more flux/activation; lower = inhibition) at 10 µM; hit rate 2.2% among 190,000;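 active = thallium flux slope and its plate-corrected score both differing from the plate sample mean at a set confidence after two filtering rounds, in either direction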;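 note: slope of fluorescence scaled to starting intensity during 10 to 20 s after thallium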
Tb hexokinase: T. brucei hexokinase 1 inhibition | hit rate 0.11% among 220,000 | AID 1430 | recombinant TbHK1, G6PDH-coupled NADH A340 | inhibition, % at 10 µM;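 active = inhibition of 50% or more in the single-dose primary screen; inactive = inhibition below 50%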
m-calpain inh: calpain II (pig) inhibition. purified calpain II, fluorogenic peptide substrate, 30 min. inhibition, % at 16 µM. hit rate 0.37% among 220,000. AID 1236;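 active = inhibition above about 50%, limit read from the data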
TRPML3 agonist: activates the human TRPML3 channel; AID 1448; hit rate 0.29% among 220,000; HEK293 TRPML3-YFP, Fluo-8 calcium fluorescence; 100% = the carbachol control signal; Q8TDD5; activation, % at 3 µM;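 active = activation above its plate's cutoff, the mean activation of the plate's test wells plus 3 SD, cut at about 12% in these data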;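 note: 0% = DMSO only wells and 100% = carbachol wells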
Target sequence (Q8TDD5 whole entry, looked up): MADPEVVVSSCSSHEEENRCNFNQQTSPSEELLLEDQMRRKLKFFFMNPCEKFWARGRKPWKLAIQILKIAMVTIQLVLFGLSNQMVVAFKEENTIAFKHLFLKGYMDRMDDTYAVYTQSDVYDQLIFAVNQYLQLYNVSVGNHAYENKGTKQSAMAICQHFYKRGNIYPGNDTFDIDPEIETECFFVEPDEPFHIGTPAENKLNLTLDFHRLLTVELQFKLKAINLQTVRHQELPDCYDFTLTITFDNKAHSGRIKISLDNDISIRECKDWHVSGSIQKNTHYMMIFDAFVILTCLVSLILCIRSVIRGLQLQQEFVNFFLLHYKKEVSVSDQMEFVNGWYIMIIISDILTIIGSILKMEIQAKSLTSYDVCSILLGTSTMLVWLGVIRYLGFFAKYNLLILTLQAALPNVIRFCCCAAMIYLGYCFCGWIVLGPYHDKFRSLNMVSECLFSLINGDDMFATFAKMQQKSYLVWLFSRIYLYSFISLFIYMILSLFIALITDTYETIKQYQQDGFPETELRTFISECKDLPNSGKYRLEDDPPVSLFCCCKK
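Material: TRPML3-YFP stable HEK293 cells | Dosing: One concentration, 3 µM nominal, 0.3% DMSO | Timing: 125 s total fluorescence read per well | Technique: Fluo-8 calcium dye fluorescence, ex 470-495, em 515-575 nm | Measure: Percent activation from peak-to-basal fluorescence ratio, scaled between DMSO and carbachol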
thrombin 1536: thrombin (human) inhibition; P00734; alpha-thrombin, Boc-VPR-AMC fluorogenic substrate cleavage; inhibition, % at 5 µM; hit rate 0.26% among 220,000;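 active = inhibition at or above 40%; inactive = inhibition below 40%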;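 note: 0% = enzyme with no compound and 100% = wells without enzyme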
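signal = AMC fluorescence, 355/460 nm | material = human alpha-thrombin enzyme | control set = enzyme without compound as high, wells lacking enzyme as low | times = reaction at room temperature | read-out basis = percent inhibition scaled between no-compound controls and no-enzyme blanks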
PPC-1+TRAIL kill: PPC-1 cancer cell killing with TRAIL present; PPC-1 cells + TRAIL, ATPLite viability luminescence; cell killing (% activity), % at 4 µM; hit rate 0.41% among 220,000;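 active = cell killing above 50% in the first pass at 4 µM, then a duplicate retest at 5 µM averaging 50% or more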;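 note: plate controls were cells with TRAIL plus DMSO for no effect and medium-only wells lacking cells for full effect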
* hit, by the source's call; i = inactive; . = no result given; [ ] = remark or other dose.

The line under a structure holds: EBV gp42 block, Furin inhibitor, zfTRPN1 agonist, KCC2 mod, Tb hexokinase, m-calpain inh, TRPML3 agonist, thrombin 1536, PPC-1+TRAIL kill
1) CC1CCCCN1CCNC(=O)CN1C(=O)COc2ccccc21 (centres undefined)
  -13, -26, 0.3, 2.1, -2, -16, 1.2, -5, 18
2) CCCC1(C(=O)O)NC(c2cccc(OC)c2O)C2C(=O)N(c3ccccc3)C(=O)C21 (centres undefined)
  -14, -14, 0.6, 0.012, -2, -5, 0.7, -5, 0
3) O=C(Cc1ccc(Cl)cc1)NCCN1CCCC1
  9, -31, 0.0, ., -13, 20, 0.0, 1, 32
4) CCOC(=S)SCC(=O)N1CCc2cc(OC)c(OC)cc2C1C1C(=O)CC(C)(C)CC1=O (centres undefined)
  -10, -10, -0.5, 0.67, 24, -4, 0.5, -9, 8
5) Cc1ccc2nc(SCc3ccc([N+](=O)[O-])cc3)[nH]c2c1
  -10, -5, -3.0, -2.1, 6, 14, -1.1, 0, 4
6) O=C1NCCCC1C(=O)Nc1ccccc1C(F)(F)F (centres undefined)
  -13, -20[20 µM], 1.3, 0.61, 1, -14, 0.6, -1, 8
7) Nc1c(C(=O)c2ccccc2)sc2snc(SCC(=O)c3ccccc3)c12
  20, -11[20 µM], 2.9, ., -2, -5, 1.6, 4, 15
8) O=C(CC1C(=O)OCN1C(=O)OCc1ccccc1)OCC(=O)c1ccccc1 (centres undefined)
  4, -31, -0.2, -2.6, -2, -9, 3.3, 3, -9
9) c1csc(C(c2nnnn2C2CCCC2)N2CCCC3(CCCCC3)C2)c1 (centres undefined)
  -15, -11[20 µM], -1.0, -0.93, 26, 4, 0.2, -1, 21
10) O=C(CCn1c(=O)c2ccccc2n(Cc2cc(=O)n3ccccc3n2)c1=O)NCc1ccco1
  6, -8, 0.6, -1.6, -33, -44, 0.5, -4, -13
11) CN(CC(=O)NC1CC1)S(=O)(=O)c1ccc(F)cc1
  -2, -27, 0.9, 0.053, -3, -10, 0.8, 15, 10
12) O=C(c1ccc(S(=O)(=O)c2ccc(Cl)cc2)cc1)N1CCOCC1
  -21, -16, 3.5, 0.66, 0, -9, 0.9, -1, 11
13) COC(=O)c1cc(Cl)c(NC(=O)c2ccc(F)cc2)cc1OC
  -9, -21, -0.8, 0.33, 29, -8, 0.7, -4, 18
14) COc1ccc(-c2cc(-c3ccccc3)nc(-c3ccc4c(c3)NC(=O)CO4)c2)cc1
  8, -13[20 µM], -0.2, 0.39, -32, -76, 1.2, 12, 27
15) CCOc1ccc(CCNC(=O)c2cccnc2N2CCCC2)cc1OCC
  -6, -9[20 µM], -0.8, -0.57, 2, -18, 0.3, 6, 17
16) COC(=O)C(C)Sc1nc2c(c(=O)n1-c1ccccc1)SCC2 (centres undefined)
  -8, -12, -0.2, -1.2, -21, 9, -0.4, -3, -6
17) O=C(CCCn1c(=S)[nH]c2ccccc2c1=O)N1CCCCC1
  -21, -9[20 µM], -0.3, 0.29, 2, 8, -0.7, -3, 23
18) O=C(OCC(=O)c1ccc(S(=O)(=O)N2CCCC2)cc1)C1=COCCO1
  -11, -9, 0.1, ., -2, -5, 0.0, 9, -2
19) CCOC(=O)C1(Cc2ccccc2)CCN(Cc2cc(=O)c3ccccc3[nH]2)CC1
  -8, -22, -2.4, 0.62, -5, 13, -0.4, -24, 13
20) O=C(CNS(=O)(=O)c1ccc(Cl)cc1)N/N=C/c1ccco1
  -15, -21, 0.2, -0.52, -6, -10, 0.3, -2, -2

The line under a structure holds: EBV gp42 block, Furin inhibitor, zfTRPN1 agonist, KCC2 mod, Tb hexokinase, m-calpain inh, TRPML3 agonist, thrombin 1536, PPC-1+TRAIL kill
21) Cc1ccccc1CSCc1nc2ccccc2[nH]1
  5, -16, 0.9, 0.56, -3, 7, 0.6, -5, 20
22) CCOC(=O)C1CCCN(C2CC(=O)N(c3ccc(C)c(C)c3)C2=O)C1 (centres undefined)
  -1, -13[20 µM], -0.6, 0.77, 6, -47, -0.6, 0, 24
23) Cc1nc(C)c(C(=O)C2=C(O)C(=O)N(CCCn3ccnc3)C2c2ccccc2)s1 (centres undefined)
  -9, -28[20 µM], 0.4, 0.82, -3, -5, 0.2, 2, 6
24) Oc1ccc(NCc2cccc(OCc3ccc(F)cc3)c2)cc1
  -2, -21, 0.7, ., -8, 17, -0.4, 3, -4
25) CC(=O)c1sc(NCCOc2ccc(C)cc2)nc1C
  -12, -19, -0.1, -1.9, -18, 37, 0.1, 2, -1
26) COc1ccc(Cn2c(C3CC3)nc3ccc(NC(C)=O)cc3c2=O)cc1
  -20, -9, 0.2, -0.035, -6, -24, 1.0, -7, 26
27) Cc1onc(NC(=O)c2ccc([N+](=O)[O-])o2)c1Br
  -1, -5, 0.7, 0.46, -23, 15, 0.2, 23, 6
28) Oc1c(N=NC(=S)Nc2ccccc2F)c2ccccc2n1Cc1cccc(Cl)c1
  4, -11, 0.8, 3.6, 0, -53, 0.6, -11, 7
29) COc1ccc(-c2c(C)nn3c(N4CCC(C(=O)NCCN(C)C)CC4)cc(C)nc23)cc1OC
  -2, -21, -0.8, -0.35, -90, -20, 0.2, -4, 11
30) O=C(Cn1nnc(-c2ccncc2)n1)Nc1ccc2c(c1)CCC2
  -9, -5[20 µM], 0.5, 0.062, 0, -62, 0.2, 1, -3
31) O=S(=O)(NC1CCCCC1)c1ccc(N2CCOCC2)nc1
  -15, -9, 5.0, ., 4, -3, 0.2, -3, 8
32) COc1ccc(NC(=S)NCCCc2ccccc2)cc1
  3, -22, -1.5, -4.8*, 4, -5, -0.2, -6, -7
33) COc1ccc(NC(=O)Nc2cccc(C)n2)cc1
  -17, -22, -0.7, -0.64, -4, -4, 0.3, 0, 18
34) FC(F)(F)c1cccc(NC(=S)NNC(=S)Nc2cccc(C(F)(F)F)c2)c1
  -3, -13, 1.9, -1.4, -6, 31, 0.2, -2, 26
35) Cc1cnc(C(=O)OCC(=O)N(C(C)C)C(C)C)cn1
  -31, 2[20 µM], -0.6, -0.44, -2, 9, 0.8, 5, 4
36) S=c1[nH]nc(Cc2cccs2)n1-c1ccccc1Cl
  -7, -22, -0.2, -0.053, -5, -10, -0.1, 0, 5
37) COc1ccccc1CCN=C(N)NS(=O)(=O)c1cccs1
  4, -16, 0.1, -0.17, 4, 5, 0.3, -3, 6
38) COc1ccc(CNC(=O)COC(=O)c2ccc(OCc3c(C)noc3C)cc2)cc1OC
  -13, -15, 2.5, 0.86, 0, -10, 1.7, -18, -5
39) COc1ccc2nc(C)c(C(=O)NN)cc2c1
  -15, -4, 2.1, 0.37, -8, -17, 1.2, 1, 15
40) C=C(C)CN(CC)Cc1c(C(=O)N(C)CCCC)nc2ccccn12
  5, -21, -1.4, -1.8, -6, -17, 0.7, -15, 6

Part of the list above in order of SMILES length, smallest number first.
The line under a structure holds: EBV gp42 block, Furin inhibitor, zfTRPN1 agonist, KCC2 mod, Tb hexokinase, m-calpain inh, TRPML3 agonist, thrombin 1536, PPC-1+TRAIL kill
16) COC(=O)C(C)Sc1nc2c(c(=O)n1-c1ccccc1)SCC2 (centres undefined)
  -8, -12, -0.2, -1.2, -21, 9, -0.4, -3, -6
40) C=C(C)CN(CC)Cc1c(C(=O)N(C)CCCC)nc2ccccn12
  5, -21, -1.4, -1.8, -6, -17, 0.7, -15, 6
26) COc1ccc(Cn2c(C3CC3)nc3ccc(NC(C)=O)cc3c2=O)cc1
  -20, -9, 0.2, -0.035, -6, -24, 1.0, -7, 26

Four of the compounds above, with each value named.
25	CC(=O)c1sc(NCCOc2ccc(C)cc2)nc1C
- EBV gp42 block: -12
- Furin inhibitor: -19
- zfTRPN1 agonist: -0.1
- KCC2 mod: -1.9
- Tb hexokinase: -18
- m-calpain inh: 37
- TRPML3 agonist: 0.1
- thrombin 1536: 2
- PPC-1+TRAIL kill: -1
26	COc1ccc(Cn2c(C3CC3)nc3ccc(NC(C)=O)cc3c2=O)cc1
- EBV gp42 block: -20
- Furin inhibitor: -9
- zfTRPN1 agonist: 0.2
- KCC2 mod: -0.035
- Tb hexokinase: -6
- m-calpain inh: -24
- TRPML3 agonist: 1.0
- thrombin 1536: -7
- PPC-1+TRAIL kill: 26
27	Cc1onc(NC(=O)c2ccc([N+](=O)[O-])o2)c1Br
- EBV gp42 block: -1
- Furin inhibitor: -5
- zfTRPN1 agonist: 0.7
- KCC2 mod: 0.46
- Tb hexokinase: -23
- m-calpain inh: 15
- TRPML3 agonist: 0.2
- thrombin 1536: 23
- PPC-1+TRAIL kill: 6
28	Oc1c(N=NC(=S)Nc2ccccc2F)c2ccccc2n1Cc1cccc(Cl)c1
- EBV gp42 block: 4
- Furin inhibitor: -11
- zfTRPN1 agonist: 0.8
- KCC2 mod: 3.6
- Tb hexokinase: 0
- m-calpain inh: -53
- TRPML3 agonist: 0.6
- thrombin 1536: -11
- PPC-1+TRAIL kill: 7

(further entries)
The line under a structure holds: EBV gp42 block, Furin inhibitor, zfTRPN1 agonist, KCC2 mod, Tb hexokinase, m-calpain inh, TRPML3 agonist, thrombin 1536, PPC-1+TRAIL kill
41) CCn1c(=O)c(C(=O)Nc2ncccc2C)c(O)c2ccccc21
  -6, -32, 14, ., -5, -102, 2.8, 7, -10
42) CCCCC(=O)OCc1cn(-c2ccc(Cl)cc2)nn1
  -15, -19, -0.6, -0.21, 2, -7, -0.1, 4, -18
43) Cc1cc(NC(C)C)n2c(nc3ccccc32)c1C#N
  -14, -59, -1.2, 0.22, -7, i, 1.0, -11, 2
44) N#Cc1nc(COc2ccccc2F)oc1N1CCCCCC1
  -3, -23[20 µM], -1.0, ., 1, -13, -1.0, 2, 17
45) COc1cc(/C=C2\SC(=Nc3ccccc3)N(CCc3c[nH]c4ccccc34)C2=O)ccc1OC(C)C(=O)O (centres undefined)
  13, -9, 0.6, -0.26, -12, -72, 0.2, -7, 1
46) CN(C)c1ccc(C(=O)OCC(=O)NC2CCCCCC2)cc1
  -10, -24, -0.3, -1.3, -10, -14, -0.1, -7, -5
47) Cc1c(NC(=O)C(C)OC(=O)c2cc(Cl)nc(Cl)c2)c(=O)n(-c2ccccc2)n1C (centres undefined)
  -15, -8, -0.5, 0.73, 21, -7, 1.1, 2, -1
48) CCN1CCN(CC(O)COc2ccc(C(C)=O)cc2)CC1 (centres undefined)
  -5, -3, 0.5, 0.77, 3, -8, 1.0, 1, 0
49) COc1ccc(OC)c(NC(=O)COC(=O)CSc2ccc(Cl)cc2)c1
  -6, -28, -1.2, 1.1, -2, 90*, -0.2, 3, 0
50) CCCCNc1nc2ccccc2[nH]1
  -1, -13[20 µM], -0.3, ., 4, 12, 1.1, 0, 25
51) COc1ccc2cc(CCNC(=O)C(C)C)c(=O)[nH]c2c1
  5, -12, 0.8, -0.00066, -17, -21, 0.1, -3, 18
52) O=C(NCCC1=CCCCC1)C(=O)NCC1OCCCN1S(=O)(=O)c1ccccc1 (centres undefined)
  -29, -15, 0.4, -2.7, 36, 19, 0.9, 1, 25
53) COc1ccc(C(c2c(O)nc(SC)n(C)c2=O)c2c(O)nc(SC)n(C)c2=O)cc1O
  -10, 1, -2.9, 0.053, -7, 3, 0.8, -15, 20
54) O=C(Cc1cccs1)NCc1cccnc1
  -3, -14[20 µM], -0.5, 0.72, -9, -9, 0.3, -3, -19

Hits appear at their usual frequency. About 3.6% of those tested had a hit in this group.
